TNAP activators – stimulation of alkaline phosphatase TNAP activity – biochemical, luminescent, no phosphate acceptor, uHTS, primary screen (AID 1001) | activation fold at 20 µM; hits with a dose series show EC50 in µM | 200,000 compounds, 0.03% hits | purified TNAP, luminescent activation assay, no phosphate acceptor; higher activation fold means a stronger effect; in the data active = activation fold from about 3, or a potency from the dose series; inactive = the rest, 99 in 100 with activation fold below about 1.6; note: many of its hits are not listed in these tables
KOR beta-arrestin-1 – kappa opioid receptor activators – cell-based, luminescence, uHTS, primary screen (AID 1777) | KOR beta-arrestin recruitment, luminescence; higher % means a stronger effect | activation, % at 10 µM, or EC50 in µM where a hit was titrated | 280,000 compounds, 0.02% hits; in the data active = activation above about 50%, passing the limit was not always enough; note: a part of the inactive calls stands beside numbers as strong as those of hits
LYP phosphatase – inhibitors of LYP phosphatase, biochemical, fluorescence intensity, uHTS (AID 1779) | recombinant LYP phosphatase, fluorescence intensity; higher % means a stronger effect | one-dose inhibition, % at 11.5 µM; IC50 in µM for titrated hits | 290,000 compounds, 0.054% hits;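 note: plate controls were vehicle with enzyme for no effect and no enzyme for full effect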
KOR beta-arrestin-2 – KOR antagonists, beta-arrestin recruitment, cell-based, luminescence, uHTS (AID 1778) | KOR beta-arrestin recruitment, luminescence, antagonist mode; higher % means a stronger effect | one-dose inhibition, % at 10 µM; IC50 in µM for titrated hits | 290,000 compounds, 0.091% hits; note: strong numbers were not always called active
human PMI inhibitors – human PMI inhibitors, high substrate, primary screen, biochemical, fluorescence intensity, high mannose 6-phosphate (AID 1220) | inhibition, % at 20 µM; hits with a dose series show IC50 in µM | recombinant PMI enzyme, coupled fluorescence intensity; higher % means a stronger effect | 190,000 compounds, 0.66% hits
NOD1 NF-kB reporter – inhibition of NOD1-driven NF-kB reporter – cell-based, luminescence, uHTS, primary screen (AID 1578); NOD1-driven NF-kB luciferase reporter cells, luminescence; higher % means a stronger effect; inhibition, % at 4 µM; hits with a dose series show EC50 in µM; 290,000 compounds, 1% hits; in the data active = inhibition mostly above about 36%, no sharp cut-off; inactive = mostly below about 34%;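 note: HEK-293T reporter cells stimulated with the NOD1 agonist gamma-tri-DAP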
XIAP antagonists – small molecules displacing peptide from XIAP – biochemical, IAP family, fluorescence polarization (AID 1018); XIAP BIR domain, fluorescence polarization peptide displacement; higher % means a stronger effect; displacement, % at 20 µM; hits with a dose series show IC50 in µM; 200,000 compounds, 0.007% hits; in the data active = displacement above about 50%; note: a part of the inactive calls stands beside numbers as strong as those of hits
human PMI inhibition – MPI enzyme activity inhibition – biochemical, fluorescence intensity, coupled assay, primary screen (AID 1209) | purified PMI enzyme, coupled fluorescence intensity; higher % means a stronger effect | 190,000 compounds, 0.42% hits | inhibition, % at 20 µM, or IC50 in µM where a hit was titrated;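 note: plate controls were DMSO vehicle for no effect and wells lacking substrate for full effect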
HEK293 NOD2/NF-kB – inhibition of NOD2-driven NF-kB reporter – cell-based, luminescence, uHTS, HEK293 (AID 1566) | 290,000 compounds, 0.63% hits | HEK293 NOD2/NF-kB luciferase reporter, luminescence; higher % means a stronger effect | inhibition, % at 4 µM, or EC50 in µM where a hit was titrated; note: many of its hits are not listed in these tables
Active calls of the source: *; · = not tested or not shown; [ ] = another dose, or the depositor's remark. Cut-off read from the data, not from the text of the source, unless noted: active = inhibition above about 50%; inactive = the rest. This is a subset. The share of hits here may be higher or lower than overall.

SMILES | TNAP activators | KOR beta-arrestin-1 | LYP phosphatase | KOR beta-arrestin-2 | human PMI inhibitors | NOD1 NF-kB reporter | XIAP antagonists | human PMI inhibition | HEK293 NOD2/NF-kB
COc1ccccc1C(=O)N1CCN(c2cccc(C(F)(F)F)c2)CC1 | 1 | -4.7% | -9% | 2% | 4% | 23% | -1.9% | 3% | -22%
Cc1cc(C)n(/N=C/c2ccc(O)cc2)c(=O)c1C#N | 1.1 | -3.7% | -8% | -4%[20 µM] | 12% | -14% | -2.8% | 8% | 22%
COc1ccc(NC(=O)c2ccccc2NC(=O)c2ccccc2C(=O)O)c(OC)c1 | · | -2.4% | -6% | -12% | · | 1% | · | · | 8%
COc1ccc(OCCN2C(=O)c3ccccc3C2=O)c([N+](=O)[O-])c1 | · | 9.8% | -9% | 10% | · | 6% | · | · | -9%
Cc1ccc(NC(=S)NNc2ccc([N+](=O)[O-])cc2S(=O)(=O)Nc2ccccc2C(=O)O)cc1C | 0.9 | 10% | 4% | -10% | -15% | 4% | -6.0% | 15% | 25%
O=C(NCC1(c2ccccc2)CCCC1)C(=O)NCC1(c2ccccc2)CCCC1 | 1.1 | -2.2% | -6% | 7% | 10% | -20% | -0.5% | 8% | 12%
CC1CC1c1ccc(/C=C(\C#N)C(=O)Nc2ccc(Cl)cc2Cl)o1 (configuration not stated) | 1.1 | 1.6% | 9% | -23% | 4% | 2% | 1.2% | 13% | 3%
COC(=O)c1ccc(S(=O)(=O)c2ccc(C(=O)OC)s2)s1 | 1.1 | -6.5% | 0% | -13% | -1% | -12% | -3.5% | -20% | 13%
COc1ccc(NC(=O)c2nn(C)cc2[N+](=O)[O-])cc1 | · | -2.1% | -5% | -11% | · | -11% | · | · | -16%
Oc1ccc(Br)cc1C=Nc1ccc2[nH]ncc2c1 | 0.9 | 8.1% | -9% | 28% | 55%* | 23% | -2.4% | 37% | 9%
NC(=S)c1ccc(C(N)=S)o1 | 0.9 | -4.8% | 6% | 8% | -32% | 50% | -8.0% | -29% | 10%
COc1ccc(C(=O)Nc2ccc(C(=O)OCC(=O)c3cccc4ccccc34)cc2)cc1 | 1.1 | -4.7% | -4% | -24% | -2% | 33% | -15% | 12% | 3%
COc1ccc(-c2nnc(CSc3nc4ccccc4c(=O)n3C)o2)cc1OC | 1 | 1.8% | 7% | -20% | -1% | -20% | -0.2% | 9% | 10%
CCc1ccc(NC(=O)Cn2ncc3c4ccccc4n(C)c3c2=O)cc1 | · | 2.4% | -2% | -6% | · | -5% | · | · | 12%
COc1ccc(S(=O)(=O)N2CCN(C(=O)CCC3CCCC3)CC2)cc1 | 1 | 3.1% | -4% | -3% | 3% | -17% | -2.8% | 12% | 20%
Cc1cc(NC(=O)CSc2nc3ccccc3c(=O)n2Cc2ccc(F)cc2)no1 | 1.1 | 34% | -2% | 22% | -2% | -29% | 1.8% | -4% | -6%
CC(=O)c1ccc(OCCNS(=O)(=O)c2ccc(-n3cnnn3)cc2)cc1 | · | -8.6% | -9% | -37% | · | -22% | · | · | 12%
N#CC(c1cccc(C(F)(F)F)c1)(c1ncc(C(F)(F)F)cc1Cl)N1CCOCC1 (configuration not stated) | 1.1 | 3.1% | 2% | -22% | 9% | 10% | -1.9% | 17% | 16%
CN(C(=O)c1ccc(S(=O)(=O)c2cccc(Cl)c2)c([N+](=O)[O-])c1)C1CCCCC1 | 1.1 | -2.4% | 6% | -9% | 5% | -15% | -4.1% | 14% | 15%
COc1cccc(NC(=O)CN(C)CC(=O)Nc2ccc3c(c2)CCC3)c1 | 1.1 | 2.2% | -1% | -2% | 0% | -14% | -0.6% | -2% | 10%
CCOC(=O)c1[nH]c2c(c1C)C(=O)CC(c1ccc(OC)c(OC)c1)C2 (configuration not stated) | 1.1 | 0.5% | -3% | -12% | 0% | -15% | -5.8% | 3% | -10%
O=C(C[n+]1cc(-c2ccc(Br)cc2)n2c1CCCCC2)c1ccccc1 | 0.9 | -4.7% | -12% | 24% | 5% | -2% | -5.4% | -1% | 8%
O=C(N[C@@H](Cc1ccccc1)C(=O)N1CCC2(CC1)NCCc1[nH]cnc12)c1cccc(Br)c1 | · | 0.5% | 2% | -15% | · | -34% | · | · | 6%
CC(C)OCCCNC(=O)C1CC(=O)N(CCc2ccc(F)cc2)C1 (configuration not stated) | · | -2.0% | -12% | -58%[20 µM] | · | -13% | · | · | 5%
O=C(O)CCn1c(C2CCCCC2)nc2ccccc21 | 1.1 | 0.1% | -4% | -4% | 8% | -23% | -5.4% | 11% | -3%

The list continues.
SMILES | TNAP activators | KOR beta-arrestin-1 | LYP phosphatase | KOR beta-arrestin-2 | human PMI inhibitors | NOD1 NF-kB reporter | XIAP antagonists | human PMI inhibition | HEK293 NOD2/NF-kB
NS(=O)(=O)c1ccc(NC(=O)C2Cc3ccccc3CN2C(=O)c2ccco2)cc1 (configuration not stated) | · | -1.7% | -8% | -12% | · | -10% | · | · | -17%
CCOc1ccc(/C=N/NC(=O)CC(=O)NCc2ccccc2)cc1 | 1.1 | -6.7% | -2% | -12%[20 µM] | 12% | -36% | -2.9% | 12% | 2%
COCCCn1c(-c2cccs2)nc2nc3ccccc3nc21 | · | 3.8% | -20% | 20% | · | -12% | · | · | 9%
Cc1cc(COc2ccccc2OCCN2CCN(C)CC2)no1 | 1.1 | 0.9% | -2% | 17% | -1% | -20% | -5.7% | 3% | -1%
Cc1cccc(NC(=O)c2ccc(C3SCC(=O)N3CCc3ccccc3)cc2)c1 (configuration not stated) | 1 | -2.5% | 2% | 10% | 16% | -20% | -4.5% | 24% | -4%
CCOCCCNC(=O)c1cc(=O)n(Cc2cccc(C)c2)c2ccccc12 | 1.1 | 3.5% | -1% | 3% | -9% | -19% | -3.9% | -12% | 8%
Fc1ccccc1N1CCN(C(c2cccs2)c2nnnn2CCc2ccccc2)CC1 (configuration not stated) | 1.1 | -6.9% | 4% | -26% | -4% | -2% | -2.8% | -3% | -6%
O=C(NC(=O)c1ccccc1)NC1(C(F)(F)F)OCCO1 | 1.2 | 0.1% | -6% | -4% | -8% | -59% | -4.8% | -5% | -86%
O=C(NCc1ccco1)c1ccc2c(c1)N(Cc1ccccc1)C(=O)CS2=O (configuration not stated) | 1 | -2.0% | -10% | 17% | -12% | -30% | -6.0% | -6% | 19%
Cc1ccc(OCCN2CCN(C(=O)CCC(=O)Nc3nnc(CC(C)C)s3)CC2)cc1 | · | 0.8% | -4% | 4% | · | 7% | · | · | 15%
CCOC(=O)c1sc(NC(=O)CCC(=O)O)nc1C | 1.1 | -5.8% | -5% | 29%[20 µM] | 2% | -26% | -6.9% | 2% | 1%
O=C(NCCCN1CCOCC1)c1cc2c(s1)-c1ccccc1OC2 | · | 2.4% | -41% | -48% | · | -16% | · | · | 0%
COCC(=O)N(Cc1ccccc1)c1ccccn1 | 1.2 | 0.0% | -3% | 4% | 13% | -17% | -3.5% | 15% | -2%
O=C(COC(=O)CN1C(=O)c2ccccc2C1=O)NC1CCCCC1 | · | -0.9% | -9% | -23% | · | -5% | · | · | 7%
Cc1cc(NC(=O)CN2C(=O)c3ccccc3S2(=O)=O)no1 | · | -4.0% | -9% | 20% | · | 19% | · | · | 12%
CCOC(=O)c1ccccc1NC(=O)C1CC(=O)N(c2ccccc2)C1 (configuration not stated) | 1.1 | -1.3% | 4% | -24% | -7% | -22% | -5.7% | -7% | 0%
CCOc1cccc2cc(C(=O)Oc3ccc(OC)cc3)c(=O)oc12 | · | -0.1% | -9% | -30%[20 µM] | · | -14% | · | · | 12%
Cc1cccc(NC(=O)COn2nnc3ccc(S(C)(=O)=O)cc32)c1 | 1.1 | 1.6% | 4% | 26% | -8% | -38% | -5.6% | -6% | -6%
CCOc1ccccc1N1CCN(C(=O)Nc2cccc(Cl)c2)CC1 | 1 | -2.4% | -9% | 15% | 6% | -3% | -5.2% | 9% | 15%
CC1CC(C)CN(C2CCCCC2NS(=O)(=O)c2ccc(Cl)cc2)C1 (configuration not stated) | · | -1.2% | -6% | 4% | · | 1% | · | · | 16%
CC(C)(C)CC(=O)Nc1cccc(-c2cn3cccnc3n2)c1 | 1 | -1.7% | -10% | 4% | -13% | -57% | -5.4% | -13% | -60%
COc1ccc(C2CC(c3cccs3)=NN2C(=O)CSC2=NN3CCCC(=O)N=C3S2)cc1 (configuration not stated) | 1.1 | -3.2% | 2% | 14% | 20% | -15% | -3.3% | 11% | 10%
CCOc1ccc(C(=O)NCCc2cnc[nH]2)cc1 | · | 0.7% | -8% | -26% | · | -12% | · | · | -2%
CCc1ccc(NC(=O)CSc2nnc(C3CC3)n2CC2CCCO2)cc1 (configuration not stated) | · | 1.8% | -8% | -8% | · | -42% | · | · | 13%
Cc1sc(NC(=O)/C=C/c2ccc(C(C)C)cc2)c(C#N)c1C | 1.1 | 1.9% | 4% | -28% | 8% | 1% | -2.9% | -2% | 1%

The list goes on:
SMILES | TNAP activators | KOR beta-arrestin-1 | LYP phosphatase | KOR beta-arrestin-2 | human PMI inhibitors | NOD1 NF-kB reporter | XIAP antagonists | human PMI inhibition | HEK293 NOD2/NF-kB
CCNc1nc(NC(C)C)nc(OCCOC(=O)c2ccccc2)n1 | 1.1 | -4.1% | 0% | 9% | 3% | -29% | -6.7% | -2% | 5%
Cc1cccc(-n2ccnc2SCC(=O)Nc2ccc3c(c2)OCCO3)c1 | 1 | -2.6% | 0% | 19% | 7% | -18% | 0.3% | 19% | -3%
Cc1cc(C)n(-c2nnc(C)n2/N=C/c2ccccc2F)n1 | 1.1 | 2.6% | -6% | -54% | -1% | -25% | -1.3% | 4% | -3%
Cn1c(=NC(=O)C2CC2)sc2cccc(F)c21 | 1 | 4.6% | 0% | -44% | -7% | -47% | -2.0% | -5% | -24%
CCn1cc(C(=O)NN)c(=O)c2cc(F)c(N3CCN(C)CC3)cc21 | · | -2.1% | -6% | -10% | · | -3% | · | · | 6%
Cc1c(CC(=O)NCC(=O)N[C@H](Cc2ccccc2)C(=O)O)c(=O)oc2cc(O)ccc12 | · | -13% | -46% | -45%[20 µM] | · | -20% | · | · | 0%
CC(C)(C)OC(=O)N1CC2Cc3[nH]c(=O)ccc3C(C2)C1 (configuration not stated) | 1.1 | -5.7% | -11% | -33% | 0% | -8% | -5.0% | -3% | 14%
COc1ccc(S(=O)(=O)N2CCC(NC(=O)C3CCCCC3)CC2)cc1 | · | -3.6% | -6% | 21% | · | -22% | · | · | -120%
COCCOC(=O)c1c(C)oc2ccc(OS(C)(=O)=O)cc12 | 1.2 | · | -2% | -12%[20 µM] | -1% | 17% | 1.6% | -1% | 0%
CCCOC(=O)C1=C(C)NC(=O)NC1c1ccc(Br)s1 (configuration not stated) | 1.1 | -1.6% | -5% | -14% | 12% | 0% | -8.0% | 10% | 18%

3 of the entries above in order of the NOD1 NF-kB reporter value, ascending:
SMILES | TNAP activators | KOR beta-arrestin-1 | LYP phosphatase | KOR beta-arrestin-2 | human PMI inhibitors | NOD1 NF-kB reporter | XIAP antagonists | human PMI inhibition | HEK293 NOD2/NF-kB
O=C(NCC1(c2ccccc2)CCCC1)C(=O)NCC1(c2ccccc2)CCCC1 | 1.1 | -2.2% | -6% | 7% | 10% | -20% | -0.5% | 8% | 12%
CCOc1cccc2cc(C(=O)Oc3ccc(OC)cc3)c(=O)oc12 | · | -0.1% | -9% | -30%[20 µM] | · | -14% | · | · | 12%
COc1ccc(NC(=O)c2nn(C)cc2[N+](=O)[O-])cc1 | · | -2.1% | -5% | -11% | · | -11% | · | · | -16%
